TAAR1 antagonist: human TAAR1 antagonism | 1.5% of 360,000 active | inhibition, % at 3 µM | CHO RD-HGA16 TAAR1, Fluo-8 calcium fluorescence, antagonist | Q96RJ0 | AID 624466;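 active = inhibition above a per-plate cutoff, the mean inhibition of test compounds on that plate plus 3 SD, cut at about 49% in these data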;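 note: 0% = DMSO plus EC80 beta-PEA response and 100% = DMSO alone without agonist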
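System: CHO RD-HGA16 cells bearing hTAAR1. Reagent: EC80 β-phenethylamine stimulus. Schedule: seeding 17-24 h prior, 75-min 37 °C, 30-min RT dye loading. Signal: Fluo-8 intracellular calcium dye fluorescence, real-time kinetic reads. Read-out: % inhibition from peak post-agonist over basal fluorescence ratio. Benchmarks: vehicle wells and EC80 agonist wells. Replicates: n of 1.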
OXTR agonist: activates the human oxytocin receptor; CHO-OTR cells, Fluo-8 calcium fluorescence; normalized: DMSO 0%, oxytocin 100%; activation, % at 3 µM; 0.32% of 320,000 active;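 active = activation above the mean of all tested compounds plus 3 SD, cutoff set per screening run, cut at about 20% in these data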;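 note: peak over basal fluorescence ratio from a 100 s FLIPR kinetic read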
CHRM1 antagonist: human CHRM1 antagonism | inhibition, % at 3 µM | AID 588852 | CHO-K1 hM1, Fluo-8 calcium fluorescence, ACh EC80 antagonist | 1.3% of 360,000 active;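 active = percent inhibition above its own plate's cutoff, namely the mean of that plate's compound wells plus 3 SD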;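 note: peak over basal fluorescence ratio during 140 s after agonist addition; 0% = ACh EC80 plus DMSO and 100% = DMSO alone without agonist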
Target sequence (P11229 whole entry, looked up): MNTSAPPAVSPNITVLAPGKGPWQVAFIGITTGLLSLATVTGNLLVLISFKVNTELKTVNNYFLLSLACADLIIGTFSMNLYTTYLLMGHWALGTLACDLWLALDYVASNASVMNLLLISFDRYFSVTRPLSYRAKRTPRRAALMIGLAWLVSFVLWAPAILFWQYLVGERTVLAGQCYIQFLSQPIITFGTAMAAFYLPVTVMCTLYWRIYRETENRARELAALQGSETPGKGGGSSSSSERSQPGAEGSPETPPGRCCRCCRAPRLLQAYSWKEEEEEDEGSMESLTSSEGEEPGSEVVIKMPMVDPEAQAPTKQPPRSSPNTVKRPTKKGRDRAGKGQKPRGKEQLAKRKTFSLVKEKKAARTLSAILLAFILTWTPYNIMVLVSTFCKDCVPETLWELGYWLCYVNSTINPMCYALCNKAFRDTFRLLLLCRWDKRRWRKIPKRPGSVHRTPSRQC
M1 ag: human M1 muscarinic receptor agonism. P11229. CHO-K1 hM1, Fluo-8 calcium fluorescence, agonist mode; 0% DMSO, 100% acetylcholine EC100. activation, % at 3 µM. 0.33% of 360,000 active. AID 588814;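 active = activation above the run's mean compound activation plus 3 SD, cut at about 16% in these data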;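 note: peak over basal fluorescence ratio within a 140 s kinetic read after compound addition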
CHO parental Ca: counter-screen: ATP calcium response change in parental CHO cells | parental CHO-K1, ATP-induced calcium, Fluo-8 fluorescence | inhibition, % at 5.6 µM | 0.63% of 330,000 active | AID 463079;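 active = inhibition above that plate's mean sample inhibition plus 3 SD, cut at about 26% in these data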;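 note: 0% = ATP-challenged DMSO wells and 100% = DMSO wells without ATP; some compounds past the cut are filed as inactive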
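Material: parental CHO cells / Compound: single nominal dose of 5.6 µM per compound / Signal: Fluo-8 fluorescence / Replicates: singlicate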
CHRM1 PAM: human CHRM1 positive allosteric modulation. P11229. CHO-K1 hM1, Fluo-8 calcium fluorescence, ACh EC20; 0% = ACh EC20, 100% = maximal ACh. activation, % at 3 µM. 0.088% of 360,000 active; in the data active = activation above about 19%, passing the limit was not always enough
OXTR potentiator: potentiates the human oxytocin receptor response | AID 2445 | activation, % at 3 µM | P30559 | CHO-OTR cells, Fluo-8 calcium fluorescence, potentiator mode; 0% = oxytocin EC15, 100% = EC100 | 0.061% of 320,000 active;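 active = activation above that plate's cutoff, the mean activation of tested compounds plus 3 SD, cut at about 6.6% in these data, passing the limit was not always enough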;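 note: 100% uses oxytocin at 75 nM as the full agonist control; some results filed as inactive read as strong as hits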
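System: human OTR in CHO cells / Also added: sub-maximal oxytocin, roughly EC15 / Control set: EC15 oxytocin low, 75 nM oxytocin high / Schedule: 6 min compound pre-incubation at room temperature, 100 s kinetic read / Compound: single-point 3.0 µM / Replication: singlicate / Technique: Fluo-8 calcium dye fluorescence / Read-out basis: % activation of max/min ratio relative to oxytocin controls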
V1R ag counter: activates human V1a receptor in oxytocin agonist counter-screen. CHO-V1R cells, Fluo-8 calcium fluorescence, agonist mode; 0% DMSO, 100% 3 nM vasopressin. activation, % at 3 µM. 0.25% of 320,000 active;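 active = activation above the mean activation of all tested compounds plus 3 SD, per screening run, cut at about 20% in these data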;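 note: signal is peak over basal fluorescence ratio across a 100 second FLIPR read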
Target sequence (P37288 whole entry, looked up): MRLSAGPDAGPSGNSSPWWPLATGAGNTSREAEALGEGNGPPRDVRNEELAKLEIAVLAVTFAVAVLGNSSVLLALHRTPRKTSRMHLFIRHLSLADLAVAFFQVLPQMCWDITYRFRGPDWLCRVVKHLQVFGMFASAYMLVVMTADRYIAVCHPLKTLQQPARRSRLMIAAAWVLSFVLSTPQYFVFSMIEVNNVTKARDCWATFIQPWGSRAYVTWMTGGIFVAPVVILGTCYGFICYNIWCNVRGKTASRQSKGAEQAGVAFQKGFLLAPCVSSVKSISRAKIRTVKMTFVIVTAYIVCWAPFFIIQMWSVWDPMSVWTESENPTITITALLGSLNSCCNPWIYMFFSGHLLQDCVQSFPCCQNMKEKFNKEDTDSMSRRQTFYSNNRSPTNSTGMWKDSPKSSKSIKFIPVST
TAAR1 agonist: human TAAR1 agonism. Q96RJ0. CHO RD-HGA16 TAAR1, Fluo-8 calcium fluorescence; vehicle wells 0%, saturating PEA agonist 100%. activation, % at 3 µM. 0.99% of 360,000 active. AID 624467;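 active = activation above the mean activation of all test compounds in the run plus 3 SD, cut at about 38% in these data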
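Test system: RD-HGA16 (CHO) cells co-expressing Gα16 and hTAAR1 / Benchmarks: DMSO vehicle as 0%, PEA at EC100 as 100% / Repeats: no replicates (n 1) / Measure: % activation from peak over basal fluorescence ratio, DMSO-to-PEA scaled / Timing: 17-24 h plating, Fluo-8 75 min 37 °C, 30 min RT / Technique: kinetic Fluo-8 calcium fluorescence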
Starred values were filed as active, the others as inactive; . = no result given.

SMILES	TAAR1 antagonist	OXTR agonist	CHRM1 antagonist	M1 ag	CHO parental Ca	CHRM1 PAM	OXTR potentiator	V1R ag counter	TAAR1 agonist
CN(C)S(=O)(=O)c1cccc(NC(=O)CSc2nnnn2-c2ccccc2)c1	-11	14	4	1	-23	-3	-10	7.0	3
Cn1/c(=N/N=C/c2ccccn2)sc2ccccc21	-12	.	3	-6	.	-7	.	.	1
COCCNC(=O)C1CCCN(C(=O)/C=C/c2ccccc2)CC1 (configuration not stated)	-16	.	-7	-2	.	3	.	.	4
CCCC(=O)Nc1ccc(C(=O)Nc2nc(CC(=O)OCC)cs2)cc1	12	1.5	2	-1	-9	-2	-6	1.5	6
CC(C)C[C@@H](CN1CCCC1CN1C(=S)NC[C@@H]1Cc1ccc(O)cc1)N1C[C@H](Cc2ccccc2)N(CC2CCCCCC2)C1=S (some centres not stated)	-47	.	-10	-1	.	8	.	.	1
CC1(c2ccccc2)NC(=O)N(CC(=O)N2CCN(S(=O)(=O)c3cccc(C(F)(F)F)c3)CC2)C1=O (configuration not stated)	-6	.	-19	-1	.	16	.	.	2
CN(C)c1ccc(C(=O)N2CCN(C(=O)C3CCCO3)CC2)cc1 (configuration not stated)	9	1.2	-4	-2	-8	7	-7	0.2	0
O=C(NC1CCCCCCC1)C1CCC(CNc2c(N3CCCC3)c(=O)c2=O)CC1 (configuration not stated)	-4	0.7	-10	-3	4	8	-1	-0.9	0
O=C(Nc1nccs1)C(c1ccccc1)N1CCCC1 (configuration not stated)	1	-0.1	-3	-3	7	1	-12	-0.3	1
COc1ccccc1CNC(=O)c1ccccc1NS(C)(=O)=O	3	-0.8	2	-2	-5	1	0	0.0	4
O=C1NCCNC1(c1c[nH]c2ccccc12)C(F)(F)F (configuration not stated)	-2	3.8	-9	-1	-2	11	1	0.3	2
C=CCn1c(O)c(N=NC(=O)CNC(=O)c2ccco2)c2ccccc21	6	0.4	-9	-4	-4	10	4	-0.7	3
O=C(O)CCCCn1c(SCC(=O)Nc2ccccc2C(F)(F)F)nc2ccsc2c1=O	17	-1.3	11	-2	-7	-7	-4	0.2	2
O=C(C1CCCCC1)N1CCC(O)(c2ccc(Cl)cc2)CC1	.	2.5	2	1	-8	6	-8	0.9	.
Cc1ccc2oc(C(=O)NCC(c3ccco3)N(C)C)c(C)c2c1 (configuration not stated)	-18	-0.6	-1	-5	-32	1	-3	0.1	7
Cc1ccc(-c2nn(CC(=O)N(C)C)c(=O)c3ccccc23)cc1S(=O)(=O)N(C)C	2	-1.0	-50	-3	-6	21*	-2	1.3	9
Cc1ccnc2c1ccc1cccnc12	2	.	-10	-6	.	8	.	.	1
Cc1nnc(NC(=O)C2CCN(C(=O)c3ccco3)CC2)s1	-2	0.5	-8	-2	-27	11	7	0.8	3
CC(C1CC1)N(Cc1ccccc1)C(=S)Nc1ccccc1 (configuration not stated)	11	-0.7	2	-9	3	-2	-5	0.8	-1
COC(=O)c1sc(S(=O)(=O)NCc2ccccc2)c(C(=O)OC)c1C	1	-0.8	-5	-4	-8	1	-4	-0.5	6
CCNC(=O)/C(=C\c1ccccc1)NC(=O)/C=C/c1ccccc1	-2	-0.8	19	-6	-4	-7	0	1.2	2
CCN(CC)C(=O)[C@H]1C[C@H](CC(=O)NCCc2ccccn2)C(=O)N2CCc3c([nH]c4cc(CCC(=O)N(C)C)ccc34)[C@]12C	-17	.	-1	-7	5	0	.	.	25
CNC(=O)c1cccc2cccc(Sc3ccccc3C(=O)O)c12	4	-0.3	-1	-2	-16	3	-4	0.5	3
COC(=O)c1ccc(CSc2nnc3c(Cl)cc(Cl)cn23)o1	-8	-0.2	2	-8	-4	0	0	0.5	3
CCN(CC)CCN=CC1=C(O)CNC1=O	-20	-0.3	-9	-3	-12	2	-2	0.3	2
COC(=O)c1ccc(N/C=C/C(=O)c2ccccc2)cc1	-30	0.2	-5	-2	-11	0	-11	1.0	2
COc1cccc(C2=NCCc3cc4c(cc32)OCO4)c1OC	-12	0.3	7	-7	-3	5	1	-0.1	-1
CCCN(CCC)CCCNC(=O)CC(C(=O)N1CCc2ccccc21)n1ccnc1 (configuration not stated)	-3	0.0	-4	-12	-6	3	-4	0.7	15
O=C(NCc1ccncc1)c1c(F)c(F)c(F)c(F)c1F	-4	-0.2	-4	-3	-16	1	-6	3.3	9
CCN1CCN(c2ccc(S(=O)(=O)N3CCCCC3)cc2NC(=O)c2ccc([N+](=O)[O-])o2)CC1	-30	0.7	-5	-8	-19	2	-1	-0.6	2
COC(=O)c1ccc(CSc2nc3ccccc3c(=O)n2N)cc1	-10	-1.8	-10	-3	-20	3	-9	-0.2	-1
O=C(NC1CCCCCCC1)c1cc(-c2ccccn2)nc2ccccc12	1	-1.8	-8	-4	-7	7	-4	-1.1	0
O=C(/C=C/c1ccc([N+](=O)[O-])cc1)c1cccnc1	-29	2.9	-5	-4	-40	5	13*	1.3	3
Cc1ccc(S(=O)(=O)NC(CC(=O)n2nc(C)cc2C)c2ccccc2)cc1 (configuration not stated)	-11	-1.3	0	-2	-32	4	-14	-1.4	-1
COc1cccc(CNC(=O)c2ccc(C)c(S(=O)(=O)N3CCCCC3)c2)c1	15	2.5	6	-1	-15	-7	-7	3.6	5
CC1CCN(S(=O)(=O)c2ccc3c(c2)N(CC(=O)NCCCN2CCCC(C)C2)C(=O)CO3)CC1 (configuration not stated)	-18	-0.3	2	-5	-6	-1	-1	-0.1	1
CC(=O)Nc1cccc(NC(=O)CCNC(=O)c2ccccc2)c1	-19	.	-5	1	.	13	.	.	1
CC1(c2ccccc2)NC(=O)N(CC(=O)Nc2cc(C(F)(F)F)ccc2N2CCCCC2)C1=O (configuration not stated)	15	.	-9	2	.	5	.	.	6
Cc1nnsc1C(=O)Nc1ccc(S(=O)(=O)N2CCCC(C)C2)cc1 (configuration not stated)	-12	9.5	-5	3	14	-2	-12	9.6	11
COc1ccc(C2CC(C(F)(F)F)n3nc(C(=O)NCc4c(C)nn(C)c4C)c(Cl)c3N2)cc1 (configuration not stated)	3	1.9	0	-8	-3	6	-3	0.3	19

Complete entries as entered above. Screens in order: TAAR1 antagonist | OXTR agonist | CHRM1 antagonist | M1 ag | CHO parental Ca | CHRM1 PAM | OXTR potentiator | V1R ag counter | TAAR1 agonist
Record of CCN1CCN(c2ccc(S(=O)(=O)N3CCCCC3)cc2NC(=O)c2ccc([N+](=O)[O-])o2)CC1 = -30 | 0.7 | -5 | -8 | -19 | 2 | -1 | -0.6 | 2
Record of CC1(c2ccccc2)NC(=O)N(CC(=O)Nc2cc(C(F)(F)F)ccc2N2CCCCC2)C1=O (configuration not stated) = 15 | . | -9 | 2 | . | 5 | . | . | 6
Record of COC(=O)c1ccc(CSc2nnc3c(Cl)cc(Cl)cn23)o1 = -8 | -0.2 | 2 | -8 | -4 | 0 | 0 | 0.5 | 3
Record of COc1cccc(C2=NCCc3cc4c(cc32)OCO4)c1OC = -12 | 0.3 | 7 | -7 | -3 | 5 | 1 | -0.1 | -1

Next entries:
SMILES	TAAR1 antagonist	OXTR agonist	CHRM1 antagonist	M1 ag	CHO parental Ca	CHRM1 PAM	OXTR potentiator	V1R ag counter	TAAR1 agonist
Cc1csc(C(C)N(C)C(=O)c2ccc(OC3CCN(Cc4ccccn4)CC3)cc2)n1 (configuration not stated)	-12	1.7	-3	-6	-11	3	-3	3.5	1
Cc1cc(N2CCN(c3ccc(C(F)(F)F)cc3[N+](=O)[O-])CC2)c2ccccc2n1	3	0.8	17	-9	-35	-16	-10	1.7	14
O=C(CSCc1ccccc1)NCCc1ccc(F)cc1	18	-1.6	-7	2	-13	9	2	0.1	-1
COc1ccccc1NC(=O)N(C)C[C@H]1OCc2cnnn2CCCC(=O)N([C@H](C)CO)C[C@H]1C	0	.	-6	-3	.	1	.	.	2
CCCc1c(C(=O)Nc2ccc(F)cc2C)cnn1-c1ccccc1	-1	0.0	-13	-2	-8	7	-7	0.2	0
Cc1cc(C(=O)N/N=C/c2ccc(C)o2)c2ccccc2n1	-9	-0.2	3	-7	-19	3	3	1.1	0
CN1C(=O)N(C)C2CC1N(C)C(=O)N2C	4	0.3	-4	-4	-5	3	-4	-0.2	10
O=C(CCS(=O)(=O)c1cc2c(cc1Cl)NC(=O)CO2)NCc1ccc(F)cc1	8	-1.2	-16	-4	-16	7	-6	-0.8	1
FC(F)(F)c1cc(N2CCN(Cc3ccccc3)CC2)c2ccccc2n1	-4	-2.2	-9	1	-35	10	-3	-2.2	0
O=C(CSCc1ccccc1)N=Nc1c(O)[nH]c2ccccc12	-2	-2.0	-4	-3	-12	5	-13	-0.3	-1
Cc1nnc(NCCO)c2ccccc12	-19	1.2	-23	-4	-7	2	4	1.1	4
CCCCNC(=S)N1CCN(c2ccccc2Cl)CC1	1	-0.8	4	-11	-14	-8	-1	-1.0	0
CC(C)(C)NC(=O)CSc1nnc(-c2ccncc2)o1	-3	0.9	-3	-3	4	4	-7	1.6	1
COc1ccc(NC(=O)CSc2nnc(CC(=O)Nc3ccc(F)cc3)n2C)cc1	-23	0.6	-14	2	-12	13	0	0.4	17
CCc1ccccc1N(CC)C(=O)CCc1nc(-c2ccc(C)cc2)no1	29	1.3	-22	-4	9	-6	-13	0.4	9
CCOC(=O)c1c(C)nc2c(c1C)c(=O)oc1ccccc12	25	-2.0	-17	-5	-26	-2	-14	-0.7	7
O=C(CN1CCS(=O)(=O)CC1)N/N=C/c1cccc(C(F)(F)F)c1	-19	-0.2	-8	-1	-1	10	-10	-0.4	2
CCCC/C(O)=C1\C(=O)CCCC1=NCCc1c(C)[nH]c2ccc(OC)cc12	-24	-0.7	-10	-1	-24	3	-2	0.5	1
Cc1cc(=O)[nH]c2ccc(Cl)cc12	12	-1.1	-1	-3	5	1	-12	-0.3	9
COCCn1c(SCC(=O)N2CCCCC2)nc2cccnc21	-8	-0.1	-3	-4	-5	7	-3	0.4	2
CCOc1ccc2nc(N3CCCC(C(=O)NCCCN4C(C)CCCC4C)C3)sc2c1 (configuration not stated)	-14	0.5	-6	-9	-20	-6	0	0.0	1
CC(C)(C)OCC(O)CN1CCN(C(=O)c2ccccc2)CC1 (configuration not stated)	-5	1.1	-7	-2	14	11	-2	-0.6	1
CCOCCCN1CC(C(=O)NCc2ccc3c(c2)OCO3)CC1=O (configuration not stated)	5	0.1	0	0	-1	4	-4	1.4	0
COc1ccc(Nc2ccc([N+](=O)[O-])cn2)cn1	17	0.0	-21	-3	1	10	-20	0.4	7

High-throughput results (PubChem)
